Screening data (PubChem)
BaF3 parental: parental Ba/F3 cell viability inhibition, counter-screen for JAK2V617F inhibitor project, murine pro-B, CellTiter-Glo luminescence; CellTiter-Glo ATP luminescence; 1.1% of 220,000 active; inhibition, % at 5.6 µM;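 active = inhibition above a per-campaign cutoff, the mean inhibition of all tested compounds plus 3 SD, cut at about 27% in these data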;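 also: 0% = DMSO wells and 100% = JAK Inhibitor I control wells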
TRPN1 ag: zebrafish TRPN1 channel agonists, primary screen, cell-based, HEK293, calcium fluorescence; HEK293 zebrafish TRPN1-YFP, Fluo-8 calcium fluorescence; 100% = response to 87 µM carbachol; activation, % at 3 µM; 0.18% of 220,000 active;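 active = activation above its plate's cutoff, the mean activation of test wells on that plate plus 3 SD, cut at about 19% in these data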;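 also: 0% = DMSO alone and 100% = 87 µM carbachol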
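System: zebrafish TRPN1-YFP in HEK293 cells / Dosing: 3 µM single point / Timing: dye loading 1 h at 37 °C, then 30 min room temperature / Signal: Fluo-8 calcium fluorescence, excitation 470-495 nm, emission 515-575 nm / Read-out basis: percent activation from peak over basal fluorescence ratio, control-normalized / Control set: high carbachol 87 µM, low DMSO alone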
Wee1 stabilizer: Wee1 degradation inhibitors, primary screen, cell-based, HeLa, Wee1K328M-luciferase, luminescence; reporter increase, % at 5 µM; HeLa Luc-Wee1K328M stability; 100% = proteasome inhibitor MG132 effect; 1.2% of 220,000 active; Wee1-like protein kinase (Homo sapiens), P30291; AID 1321, 2008;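 active = activation above the mean of all tested compounds plus 3 SD, set per screening run, cut at about 8.8% in these data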;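 also: cells exposed to compound for 20 h before luminescence read; 0% = DMSO alone and 100% = MG132 at 30 µM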
Target sequence (P30291 whole entry K328M): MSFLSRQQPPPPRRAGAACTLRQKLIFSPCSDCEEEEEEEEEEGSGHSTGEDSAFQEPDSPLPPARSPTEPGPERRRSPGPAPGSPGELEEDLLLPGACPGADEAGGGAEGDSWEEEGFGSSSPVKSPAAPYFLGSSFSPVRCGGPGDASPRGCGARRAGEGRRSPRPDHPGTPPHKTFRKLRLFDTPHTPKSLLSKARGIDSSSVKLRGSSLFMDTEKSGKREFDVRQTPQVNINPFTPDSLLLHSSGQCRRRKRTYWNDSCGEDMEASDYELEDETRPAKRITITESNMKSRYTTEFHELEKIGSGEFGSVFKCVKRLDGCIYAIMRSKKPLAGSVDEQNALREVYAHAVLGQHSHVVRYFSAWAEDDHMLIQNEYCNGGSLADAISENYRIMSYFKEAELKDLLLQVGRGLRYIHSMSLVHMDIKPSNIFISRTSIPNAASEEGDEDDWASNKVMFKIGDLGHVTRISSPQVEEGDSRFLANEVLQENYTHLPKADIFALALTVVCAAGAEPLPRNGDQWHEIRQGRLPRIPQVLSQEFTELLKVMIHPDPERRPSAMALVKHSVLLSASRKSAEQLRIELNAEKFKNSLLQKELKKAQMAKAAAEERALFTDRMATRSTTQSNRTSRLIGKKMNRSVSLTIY
RBBP9 inhibitor: human RBBP9 inhibitors, primary screen, biochemical, fluorescence polarization, FP-Rh probe, HTS; Serine hydrolase RBBP9 (Homo sapiens), O75884; inhibition, % at 7.94 µM; recombinant RBBP9; 0.2% of 220,000 active;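 active = inhibition above the campaign mean of all tested compounds plus 3 SD, cut at about 14% in these data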;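 also: plate controls were DMSO wells with RBBP9 for no effect and wells lacking RBBP9 protein for full effect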
Target sequence (O75884 whole entry, looked up): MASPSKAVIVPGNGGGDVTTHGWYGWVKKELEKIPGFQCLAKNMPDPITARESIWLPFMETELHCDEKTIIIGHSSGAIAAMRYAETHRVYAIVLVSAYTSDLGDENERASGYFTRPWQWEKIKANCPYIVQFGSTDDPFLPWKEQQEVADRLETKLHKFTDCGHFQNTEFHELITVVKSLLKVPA
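system = RBBP9 protein | input = RBBP9 at 2.5 µM in dispensed solution, before mixing | measured by = fluorescence polarization (mP), excitation 525 nm, emission 598 nm | incubation = enzyme-compound preincubation 30 min, then probe labeling 45 min, 25 °C | buffer or medium = Tris-NaCl-Pluronic buffer, pH 8.0 | compound = single dose 7.94 µM | also added = FP-Rh probe, 375 nM dispensing solution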
TNF death inh: inhibitors of TNF-alpha triggered necroptosis, primary screen, cell-based, Jurkat FADD-/-, single concentration. Jurkat FADD-/- TNF necroptosis rescue, ATP luminescence, 24 h; 0 = TNF only, 100 = no-TNF cells. activation (protection from cell death), % at 10 µM. 0.068% of 220,000 active. AID 463075, 2010;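 active = activation, meaning protection from cell death, of at least 50% relative to plate controls; inactive = activation below 50%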;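 also: necroptosis triggered by 40 ng/mL TNF-alpha added together with compound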
PPC-1+TRAIL kill: compounds killing PPC-1 cancer cells with TRAIL present, primary screen, TRAIL potentiator project, ATPLite luminescence, uHTS; 0.41% of 220,000 active; AID 1443, 2008; PPC-1 cells + TRAIL, ATPLite viability luminescence; cell killing (% activity), % at 4 µM;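 active = cell killing above 50% in the first pass at 4 µM, then a duplicate retest at 5 µM averaging 50% or more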;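 also: plate controls were cells with TRAIL plus DMSO for no effect and medium-only wells lacking cells for full effect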
TRPML3 ag: human TRPML3 channel agonists, primary screen, cell-based, HEK293 TRPML3-YFP, Fluo-8 calcium fluorescence, 3 µM; Mucolipin-3 (Homo sapiens), Q8TDD5; 100% = the carbachol control signal; activation, % at 3 µM; 0.29% of 220,000 active;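 active = activation above its plate's cutoff, the mean activation of the plate's test wells plus 3 SD, cut at about 12% in these data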;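 also: 0% = DMSO only wells and 100% = carbachol wells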
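Material: HEK293 cells stably carrying human TRPML3-YFP; compound dosing: single dose, 3 µM final nominal compound, 0.3% DMSO final; incubation: 1-h 37 °C dye load, 5-s basal, 120-s post-compound reads; technique: Fluo-8 intracellular calcium fluorescence, excitation 470-495 nm, emission 515-575 nm; read-out basis: percent activation from peak-to-basal fluorescence ratio, scaled between DMSO and carbachol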
CHOP inh: inhibitors of CHOP promoter induction, primary screen, cell-based, unfolded protein response, luciferase reporter; CHO-K1 CHOP-promoter luciferase, tunicamycin-induced, 15-18 h; inhibition, % at 10 µM; 3.8% of 220,000 active;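 active = compounds that reduced the stress-induced luciferase reporter signal by more than about 70% of percent inhibition, limit read from the data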;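 also: 0% = tunicamycin plus vehicle and 100% = wells without tunicamycin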
Ba/F3 V617F tox: reduced viability of JAK2V617F-dependent Ba/F3 cells, primary screen, JAK2V617F inhibitor project, cell-based, Ba/F3 EpoR-JAK2V617F, luminescence; ATP luminescence; inhibition, % at 5.6 µM; 1.1% of 220,000 active; AID 1446, 2008;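 active = inhibition above the campaign mean plus 3 SD over all tested compounds, cut at about 24% in these data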;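 also: cytokine-independent growth of Ba/F3 cells driven by EpoR plus mutant JAK2; 0% = DMSO-treated cells and 100% = JAK inhibitor I control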
* hit, by the source's call; · = no result given; [ ] = dose if it differs, or a comment. Hits appear at their usual frequency. About 6.8% of those tested had a hit in this group.

A first look, 2 compounds:
SMILES | BaF3 parental | TRPN1 ag | Wee1 stabilizer | RBBP9 inhibitor | TNF death inh | PPC-1+TRAIL kill | TRPML3 ag | CHOP inh | Ba/F3 V617F tox
O=C(Cn1nnc(-c2ccccc2Cl)n1)N/N=C/c1ccc(-c2cccc(Cl)c2)o1 | 4.4 | 0.0 | 3.0 | -6.8 | 0.8 | 35.7 | 0.3 | 74.1* | 3.3
COc1ccc(CONc2ncnc3nonc23)cc1[N+](=O)[O-] | 8.4 | -0.5 | 0.9 | -4.0 | -0.1 | · | 0.8 | 7.4 | 4.0

The list itself, from the start:
SMILES | BaF3 parental | TRPN1 ag | Wee1 stabilizer | RBBP9 inhibitor | TNF death inh | PPC-1+TRAIL kill | TRPML3 ag | CHOP inh | Ba/F3 V617F tox
O=C(Cn1nnc(-c2ccccc2Cl)n1)N/N=C/c1ccc(-c2cccc(Cl)c2)o1 | 4.4 | 0.0 | 3.0 | -6.8 | 0.8 | 35.7 | 0.3 | 74.1* | 3.3
COc1ccc(CONc2ncnc3nonc23)cc1[N+](=O)[O-] | 8.4 | -0.5 | 0.9 | -4.0 | -0.1 | · | 0.8 | 7.4 | 4.0
CC1CC2(CCCCC2)Nc2c1ccc1ccccc21 (stereo not given) | 4.8 | -1.3 | -1.6 | -7.7 | -3.8 | 9.6 | 0.3 | 62.5 | -3.5
CCc1ccc[n+](-c2[nH]c(=O)sc2/C=N/N=C(\N)[O-])c1 | 2.3 | 4.0 | -0.4 | -10.6 | -0.7 | 22.7 | 0.2 | -0.7 | 6.1
COc1cccc(NC(=O)CCC(=O)Nc2cccc(OC)c2)c1 | 0.6 | 0.8 | 2.5 | -9.4 | 2.1 | -4.1 | 0.4 | -0.7 | -2.5
O=C(O)CC/C(=N/NC(=O)CNC(=O)C(c1ccccc1)c1ccccc1)c1ccccc1 | 2.4 | 1.4 | -1.3 | -5.9 | 1.4 | 6.2 | 0.3 | -4.5 | 5.2
CCc1c(C)sc(NC(=O)c2ccc(Br)o2)c1C(=O)OC | 0.1 | -1.9 | 0.0 | 0.8 | -0.3 | 36.2 | -0.3 | 88.9* | -4.3
COc1ccc2[nH]c(O)c(N=NC(=N)N)c2c1 | 7.3 | 0.5 | -3.0 | 3.7 | 0.5 | 14.3 | 0.6 | 0.0 | 3.6
COCCn1c(SCC(=O)Nc2ncc(Cl)c(C)c2Cl)nc2ccccc21 | 4.3 | -1.4 | -1.8 | -6.5 | -0.3 | 27.0 | -1.2 | 51.4 | 2.6
S=c1[nH]nc2n1CCCN2 | -4.5 | -0.3 | 0.9 | 1.7 | 1.2 | -5.3 | 1.1 | -0.2 | -2.8
CCOc1ccc(C(=O)NCC(=O)OCC(=O)Nc2ccc(C)c(S(=O)(=O)N(C)C)c2)cc1 | 9.7 | 0.5 | -2.5 | -11.5 | -0.8 | 24.8 | 0.3 | 17.4 | -0.2
COC(=O)c1sccc1NC(=O)C1CC(C)=C(C)CC1C(=O)O (stereo not given) | 4.1 | 0.2 | 0.0 | -8.9 | 2.3 | 15.3 | 0.2 | -4.2 | -2.2
O=C(CN1C(=O)c2ccccc2S1(=O)=O)NCc1cccnc1 | 3.8 | 1.1 | -0.6 | -2.0 | 0.6 | 2.0 | 0.8 | -9.2 | 0.1
CCOC(=O)N1CCN(C(=O)CCc2c(C)nc3nc(C)nn3c2C)CC1 | -1.0 | 0.2 | -3.0 | -4.2 | -1.5 | -11.1 | 0.6 | 8.0 | -3.7
CCC1CCCCN1C(=O)CSc1nnc(-c2ccc(Cl)cc2)o1 (stereo not given) | 4.1 | 0.3 | 1.6 | -2.6 | 1.7 | 12.4 | 0.7 | 40.8 | -3.4
CC(C)c1ccc(CNCc2ccccc2)cc1 | 0.0 | -2.0 | 0.4 | -5.4 | -5.7 | 17.3 | 0.1 | 20.0 | -4.2
Cn1c(-c2ccccc2O)cc2ccccc21 | -0.7 | -1.7 | 0.9 | -1.0 | -2.3 | 9.9 | -0.4 | 21.6 | -2.9
COCCCNC(=S)N(Cc1ccccc1)Cc1nc2ccccc2c(=O)[nH]1 | 1.9 | -0.5 | 1.5 | -16.9 | 1.2 | -0.6 | -0.2 | -8.7 | -3.4
COc1ccc(CCNC(=O)CSc2nnc3ccc(-c4ccncc4)nn23)cc1 | 3.1 | 0.5 | -2.5 | -5.8 | 1.0 | 8.7 | -1.6 | 10.7 | -0.5
Cc1cc(N2CCOCC2)nc2ccc(NC(=S)N3CCN(c4ccccc4)CC3)cc12 | 12.6 | 1.0 | -1.2 | 3.4 | 2.2 | 5.0 | 0.2 | 100.7* | 4.0
COc1cc2nc(CC(C)C)n(NC(=O)c3ccccc3)c(=O)c2cc1OC | 2.7 | 2.6 | -1.8 | 2.3 | 3.1 | 23.0 | 0.4 | -6.8 | -2.7
Cc1ccc(Cn2cnc3ccccc32)cc1C | 21.1 | -0.2 | 3.6 | -2.4 | 4.2 | 10.3 | -0.6 | 4.2 | 7.3
Cn1c(=O)c([N+](=O)[O-])c(N2CCN(Cc3ccc4c(c3)OCO4)CC2)c2ccccc21 | -9.6 | -2.1 | 5.2 | 1.2 | -8.5 | 32.1 | -0.8 | -19.2 | 3.3
O=C(NC(=S)Nc1nc(-c2ccccc2)cs1)c1ccco1 | 5.4 | 2.7 | 2.1 | -4.4 | 0.9 | 18.7 | 0.6 | 15.6 | 3.0
Cc1cc(C)n2c(Nc3ccc4c(c3)OCCO4)c(-c3ccc(C)o3)nc2n1 | 5.1 | -0.7 | 6.9 | -1.3 | -2.5 | -3.6 | -0.6 | -8.3 | 3.0
CCOC(=O)c1sc(Nc2nc3c(OC)cccc3s2)nc1C | 3.4 | 1.6 | 3.1 | -7.4 | -3.8 | 35.1 | 0.7 | 72.6* | 1.0
O=C1CCC(=O)N1N1C(=O)C2C3c4ccccc4C(c4ccccc43)C2C1=O (stereo not given) | 3.3 | -1.5 | -2.6 | -10.4 | -0.3 | 19.1 | -0.1 | 11.4 | 0.1
CCC(=O)Nc1c(C)nn(C(=O)CC)c1C | 2.3 | 1.0 | -1.5 | 0.0 | -1.7 | 4.0 | 0.7 | 9.1 | -0.8
COc1ccc(/C=C(\C#N)C(=O)Nc2cc(S(=O)(=O)N3CCOCC3)ccc2N2CCCC2)cc1 | 4.0 | -1.0 | -3.7 | -3.2 | 1.6 | 23.4 | 0.3 | -44.6 | -1.4
CCOc1ccc(C(=O)NCc2ccccc2)cc1Br | 3.7 | -1.8 | -3.0 | -8.6 | 1.6 | 15.6 | -0.1 | 50.2 | 0.2
Cc1oc2cc(O)ccc2c(=O)c1Oc1ccc2ccccc2c1 | 2.8 | -0.6 | -1.1 | -10.5 | -4.7 | 30.8 | 0.9 | -21.0 | -4.0
CSCCC(NC(=O)c1cc([N+](=O)[O-])ccc1Cl)C(=O)O (stereo not given) | 3.6 | 0.0 | 0.3 | -2.4 | 1.2 | 17.9 | 0.8 | -13.5 | -6.2
O=C(NCCCn1ccnc1)C(=O)NCC1OCCCN1S(=O)(=O)c1ccc(F)cc1 (stereo not given) | -1.8 | 1.5 | 0.0 | -9.1 | -0.2 | 6.0 | 0.3 | -2.3 | -4.3
Cc1c(N(C)C(=O)c2ccccc2F)c(=O)n(-c2ccccc2)n1C | 6.2 | -0.4 | 0.1 | -3.4 | -0.1 | -10.0 | 0.3 | 22.9 | 5.2
COc1ccc(C(=O)Nc2ccc(S(=O)(=O)Nc3cc(C)nc(C)n3)cc2)c(OC)c1 | 7.2 | 0.3 | 0.1 | -3.6 | -4.6 | -1.5 | 0.1 | -6.0 | 1.8
CCOCC(O)CNC(=O)c1ccc(OC2CCN(C(=O)c3cccnc3)CC2)cc1 (stereo not given) | -1.6 | 2.6 | -1.5 | -3.9 | 0.7 | 5.0 | 0.9 | -3.7 | -2.1
Cc1ccc(CNc2nc3ccccc3s2)s1 | 4.9 | -2.5 | -1.3 | 1.9 | 4.9 | 74.5*[5 µM] | -1.6 | 74.1* | 1.9
COc1ccc(Cl)cc1-c1nc(SCC(=O)NC(C)C(C)C)n[nH]1 (stereo not given) | 8.5 | 0.8 | 2.4 | -10.1 | -0.1 | 5.5 | 0.1 | 4.7 | 3.2
CN1CCC(N(C)CC(=O)Nc2ccc3c(c2)OC(F)(F)O3)CC1 | 3.1 | 1.3 | -0.7 | 0.7 | 5.1 | 15.7 | 0.5 | 4.7 | -1.8
CCN1CCN(c2ncc3c(n2)CC(c2cc(OC)c(OC)c(OC)c2)CC3=O)CC1 (stereo not given) | 81.7* | 1.2 | 8.8 | -11.7 | -9.3 | 21.4 | 0.5 | · | 80.7*
CNC(=O)c1oc(-c2ccc(Cl)cc2)nc1C | 10.0 | -0.4 | -1.8 | 1.0 | -0.3 | 26.1 | 1.0 | -2.8 | 0.9
O=C1CC(c2ccccc2)CC(O)=C1C=NCCN1CCN(Cc2ccccc2)CC1 (stereo not given) | 6.2 | 1.5 | 0.8 | -3.5 | -0.6 | 12.3 | 0.0 | 20.6 | -3.0
CN(C(=O)CSc1nc(-c2ccccc2)cs1)C1CCS(=O)(=O)C1 (stereo not given) | 0.9 | -3.0 | 2.2 | 0.2 | 0.2 | -8.2 | 0.0 | -12.0 | -4.6
CCN1CCN(c2nc(N)c([N+](=O)[O-])c(Nc3ccc(C)cc3)n2)CC1 | -1.0 | -0.9 | -3.0 | 7.1 | -1.5 | 17.5 | 0.2 | 34.6 | -1.9

Some entries already given, limited to TNF death inh and CHOP inh.
SMILES	TNF death inh	CHOP inh
O=C1CC(c2ccccc2)CC(O)=C1C=NCCN1CCN(Cc2ccccc2)CC1 (stereo not given)	-0.6	20.6
O=C(NCCCn1ccnc1)C(=O)NCC1OCCCN1S(=O)(=O)c1ccc(F)cc1 (stereo not given)	-0.2	-2.3
Cc1ccc(CNc2nc3ccccc3s2)s1	4.9	74.1*
CSCCC(NC(=O)c1cc([N+](=O)[O-])ccc1Cl)C(=O)O (stereo not given)	1.2	-13.5
